High-throughput results: PubChem BioAssay, several laboratories
Autophagy mod: alters autophagy in cells | MEF GFP-LC3 puncta imaging; test concentration mostly 10 µM | calls only at 10 µM (by protocol) | 190,000 compounds, 0.98% hits;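 active = percentage of spot-positive cells more than 3 SD above its plate mean, without a fluorescence outlier flag or 80% toxicity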;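 note: spot-positive cell cutoff set from DMSO-treated cells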
Ins promoter up: MIN6 insulin promoter up-regulation; 190,000 compounds, 0.3% hits; AID 1625; z-score at 5 µM; MIN6 insulin promoter-GFP reporter, high-content imaging; hits give high values;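 active = z-score above 3 at 5 µM with at least 500 cells counted in the well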
CSM14.1 death rescue: rescue of cells from ER stress-induced death, primary screen, 384-well, CSM14.1, thapsigargin, ATP luminescence (AID 1222). 190,000 tested, under 10 active. CSM14.1 thapsigargin-induced death rescue, ATP luminescence; higher % means a stronger effect. cellular ATP content (survival), % at 20 µM; hits with a dose series show EC50 in µM;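 active = EC50 below 50 µM in the dose-response confirmation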;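 note: death triggered by thapsigargin at about 15 µM added after 2 h compound pretreatment; cell ATP read after overnight thapsigargin exposure of roughly 18 to 22 hours; normalized against plate controls of thapsigargin alone and 5% DMSO vehicle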
Dynein transport: dynein cargo transport inhibition; 220,000 compounds, 0.47% hits; z-score, hits read low; 3617.4 mouse cells, GR-EGFP nuclear translocation imaging; test concentration mostly 20 µM; stimulated with dexamethasone, 1 µM; hits give low values;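 active = plate z-score of nuclear minus cytoplasmic receptor signal below a set negative limit, without overly bright fluorescence or cell loss, cut at about -3.5 in these data, passing the limit was not always enough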;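 note: z-score of nuclear minus cytoplasmic ring GR-EGFP intensity difference per well; some compounds called inactive have numbers as strong as hits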
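Buffer or medium: tet-free medium with charcoal-stripped serum / Also added: dexamethasone agonist, 1.0 µM final, for 30 min / Timing: induction 48 h, compound 1 h, agonist 30 min / Measured by: high-content fluorescence imaging after fixation / Read-out: nuclear-to-cytoplasmic GR-EGFP distribution per well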
MT stabilizer: microtubule stabilizers in HeLa cells; % tubulin-high responders, % at 10 µM; HeLa tubulin immunostaining HCS, 24 h; share of cells brighter than vehicle mean+2SD; AID 2205; 200,000 compounds, 0.83% hits;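 active = plate Z-score above 3 for both tubulin-high and condensed-nucleus cell shares, with cell loss under 80%, at 10 µM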;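 note: anti alpha tubulin signal scored within the nucleus-defined area of each cell; some results filed as inactive read as strong as hits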
bCat nuc transl: alters nuclear translocation of beta-catenin in HeLa cells | 190,000 compounds, 0.3% hits | nuclear translocation activity, % at 5 µM | immunofluorescence imaging;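 active = nuclear translocation activity above 50% at 5 µM, with a well cell count of 50 or more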;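 note: per-cell ratio of nuclear to cytoplasmic median beta-catenin stain intensity; plate controls were DMSO negative control for no effect and GSK-3 inhibitor IX positive control for full effect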
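Test system: HeLa cells, endogenous beta-catenin; Compound: single 5 µM dose plus 0.02–20 µM confirmation series; Times: compound exposure 24 h at 37°C; Signal: fluorescence imaging of beta-catenin antibody stain plus DAPI; Read-out: % activation, nuclear-to-cytoplasmic median beta-catenin signal ratio per cell.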
K1F lysis inhibition: protection from phage-mediated lysis, alamar blue read-out – E. coli UTI89, K1F phage, bacterial capsule biogenesis inhibitors (AID 488966); E. coli UTI89 K1F phage lysis, alamar blue, 2 h; higher % means a stronger effect; inhibition, % at 100 µM, or IC50 in µM where a hit was titrated; 340,000 compounds, 0.02% hits;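 active = phage lysis inhibition, versus mean bacterial control, above a set limit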;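 note: capsule biogenesis inhibitors block K1F phage lysis so surviving cells raise fluorescence; higher fluorescence means more inhibition of phage lysis; actives were called in the ten point dose series up to 300 µM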
P. falciparum M1AAP: P. falciparum M1AAP inhibitors, biochemical, fluorogenic H-Leu-NHMec substrate, 1536-well (AID 1445); recombinant M1AAP, H-Leu-NHMec fluorogenic kinetic assay; higher % means a stronger effect; one-dose inhibition, % at 30 µM; IC50 in µM for titrated hits; 220,000 compounds, 0.42% hits;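 active = primary inhibition above the hit cutoff, then over 50% inhibition at one or more dose response concentrations, cut at about 23% in these data, passing the limit was not always enough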;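 note: plate controls were DMSO full reaction for no effect and no enzyme background for full effect; strong numbers were not always called active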
M17LAP inhibition: P. falciparum M17LAP inhibitors, primary screen, biochemical, fluorogenic H-Leu-NHMec substrate, 1536-well (AID 1619); inhibition, % at 30 µM, or IC50 in µM where a hit was titrated; 220,000 compounds, 0.38% hits; recombinant M17LAP, H-Leu-NHMec fluorogenic kinetic assay; higher % means a stronger effect;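 active = compound inhibiting the enzyme by more than half at any dose during confirmatory dose-response retesting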;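 note: plate controls were full reaction with DMSO carrier for no effect and no enzyme background for full effect; strong numbers were not always called active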
Dynein transport cytoplasmic EGFP: recorded beside Dynein transport, whose call it bears; z-score; measured here: cytoplasmic GR-EGFP intensity; hits give high values
Dynein transport nuclear GR-EGFP: second read-out of Dynein transport, no call of its own (marks repeat the call); z-score; measured here: nuclear GR-EGFP intensity;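 lower value marks the stronger effect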
Dynein transport cell count: further read-out of Dynein transport, marked with its call; z-score; measured here: cell count per field
Ins promoter up cell count: further read-out of Ins promoter up, marked with its call; cell count; measured here: cytotoxicity, nuclei count;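 total cells summed across four imaged fields per well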
bCat nuc transl cell count 5 µM: recorded beside bCat nuc transl, whose call it bears; cell count; measured here: cell count, cytotoxicity flag
MT stabilizer Hoechst-high %: second read-out of MT stabilizer, no call of its own (marks repeat the call); % Hoechst-high responders; measured here: nuclear condensation Hoechst responders;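 share of cells brighter than vehicle mean plus two SD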
MT stabilizer cytotoxicity %: further read-out of MT stabilizer, marked with its call; toxicity, %; measured here: cytotoxicity by cell density;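 0% = mean cell density of plate MIN control wells and 100% = no cells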
Autophagy mod cell loss 18 h: recorded beside Autophagy mod, whose call it bears; toxicity, %; measured here: cell loss, nuclei count;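 cell loss after 18 h compound exposure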
* hit, by the source's call; i = inactive; nt = not tested or not shown; + = active, no number; [ ] = remark or other dose.

SMILES | Autophagy mod | Autophagy mod cell loss 18 h | Ins promoter up | Ins promoter up cell count | CSM14.1 death rescue | Dynein transport | Dynein transport cytoplasmic EGFP | Dynein transport nuclear GR-EGFP | Dynein transport cell count | MT stabilizer | MT stabilizer Hoechst-high % | MT stabilizer cytotoxicity % | bCat nuc transl | bCat nuc transl cell count 5 µM | K1F lysis inhibition | P. falciparum M1AAP | M17LAP inhibition
CC(C)CC(=O)NC(=S)Nc1ccccc1C(F)(F)F | i | 2 | nt | nt | -2.2% | 0.57 | -0.21 | 0.066 | -0.84 | 1.9 | 3.4 | 9.2 | 0.4 | 941 | 2.4% | 15% | 0%
Cc1ccc(Cl)cc1N1CCN(C(=O)c2ccc(NS(=O)(=O)c3c(C)noc3C)cc2)CC1 | i | 5 | 0.1 | 1401 | -0.3% | -0.89 | -0.2 | -0.16 | 0.84 | 2.6 | 1.2 | 1.2 | -2.8 | 1031 | -1.0% | 6% | -2%
CC(c1ccccc1)N1CCn2c(nc3cc(NS(C)(=O)=O)ccc32)C1 (stereo unspecified) | i | 13 | -0.84 | 1638 | -1.6% | -0.85 | -0.31 | -0.36 | 1.1 | 2.7 | 2.0 | 1.7 | -4.4 | 1074 | 0.9% | -1% | 8%
CC(Sc1ccccc1)C(=O)NN=C1CCCC1 (stereo unspecified) | i | -4 | -0.15 | 1536 | -0.4% | -0.28 | -0.26 | 0.42 | 0.56 | 4.3 | 2.3 | 4.4 | -1.0 | 1021 | 0.1% | -1% | 6%
Cc1nn(-c2ccccc2)c(Cl)c1C(=O)NCCN(C)C | i | 5 | -0.23 | 1209 | 1.6% | 1.7 | -0.093 | 1.9 | -3.1 | 1.7 | 1.3 | 4.1 | -1.8 | 1076 | -0.5% | -5% | -1%
COc1ccc(NC(=O)CSc2nc3ccccc3cc2Cc2ccccc2)cc1 | i | 25 | nt | nt | 9.6% | 1.1 | -0.24 | -0.075 | -0.52 | 9.4 | 3.5 | 26 | nt | nt | 1.7% | -1% | -4%
N#Cc1cc2c(nc1SCc1ccccc1)CCCC2=O | i | 0 | -0.31 | 1246 | nt | 6.5 | 3.1 | 7.9 | -4.2 | 3.2 | 2.7 | 7.5 | -1.2 | 1152 | 1.8% | 86µM* | 1%
COc1cc(SC)ccc1C(=O)NCCCOC(C)C | i | -1 | 1.1 | 1268 | 1.3% | 0.041 | -0.25 | 0.32 | -0.81 | 4.8 | 0.0 | 98 | 0.7 | 973 | -0.5%[50 µM] | -3% | 3%
CC(=O)N1CCCc2cc(S(=O)(=O)NCCC3=CCCCC3)ccc21 | i | 8 | 1.9 | 1633 | 3.1% | -1.6 | -0.19 | -0.32 | 0.55 | 4.9 | 2.9 | 6.0 | -1.2 | 1074 | 0.5% | 9% | -9%
COc1cc(NC(=O)C2CCCN2C(=O)OCc2ccccc2)cc(OC)c1 (stereo unspecified) | i | 10 | 0.15 | 1334 | nt | 0.69 | -0.076 | 0.53 | 0.046 | 3.3 | 1.3 | 6.6 | -0.3 | 1067 | 6.9% | 1% | -1%
O=C(CSc1nc2cc(Cl)ccc2o1)c1cccs1 | i | -11 | -0.25 | 1060 | 1.5% | 2.2 | -0.029 | 2.1 | -1.5 | 4.4 | 2.8 | 6.0 | -0.2 | 1171 | 0.0% | -1% | 11%
COc1ccc(C2C(C#N)=C(N)OC3=C2C(=O)CCC3)cc1Cn1cc([N+](=O)[O-])cn1 (stereo unspecified) | i | 2 | 0.24 | 1508 | 2.8% | 0.55 | -0.19 | 0.42 | -0.44 | 10 | 1.4 | 1.3 | 0.8 | 1086 | 0.0% | 4% | 8%
CCOC(=O)c1cc(CC)sc1NC(=O)c1cc(OC)c(OC)c(OC)c1 | i | -6 | -0.65 | 858 | -0.2% | -0.52 | -0.079 | -0.00049 | -0.14 | 0.9 | 1.6 | 12 | nt | nt | 2.9% | -2% | -9%
Cn1nc(C(=O)NCCc2ccc(S(N)(=O)=O)cc2)c2ccccc2c1=O | nt | nt | -0.31 | 1455 | nt | 0.013 | -0.19 | 0.027 | 0.3 | nt | nt | nt | -3.5 | 1207 | 1.2%[50 µM] | 4% | 1%
C#CCn1c(=NC(=O)c2ccc(Cl)s2)sc2cccc(OC)c21 | i | 8 | -0.72 | 1826 | nt | -0.18 | 0.015 | -0.049 | 0.45 | 5.0 | 2.5 | 0.2 | -0.7 | 1145 | -0.1% | 0% | 12%
CCOc1ccc(/C=N/NC(=O)c2nnn(-c3nonc3N)c2-c2ccc(OCC)cc2)cc1 | i | -3 | 0.25 | 1279 | 0.5% | -0.54 | -0.24 | -0.36 | 0.4 | 5.2 | 5.8 | 3.0 | -1.0 | 962 | 0.2% | 3% | 4%
COc1ccc(S(=O)(=O)N(CCc2ccccc2)CC(=O)N2CCOCC2)cc1 | i | -14 | -0.23 | 1695 | -2.4% | 3.1 | -0.072 | 2.4 | -2.4 | 4.0 | 2.2 | 7.7 | -2.0 | 1372 | 0.2% | 5% | 2%
CCN(CCO)Cc1csc2ccc(C(C)(C)C)cc12 | i | -6 | 0.03 | 1252 | -0.5% | -0.47 | 0.58 | -0.34 | 0.17 | 1.4 | 4.5 | 13 | -2.0 | 446 | 2.1%[50 µM] | -1% | -6%
CCOc1ccc(C(F)(F)F)cc1NC(C)=O | i | 7 | -0.39 | 1312 | -1.4% | -0.31 | -0.29 | -0.28 | 0.7 | 5.9 | 1.9 | 4.7 | -2.0 | 1374 | 0.3% | -9% | 2%
CC(C)=CC(=O)OCC(=O)NC(=O)NC(C)(C)C | i | 4 | -0.13 | 1294 | nt | -0.23 | -0.31 | 0.037 | 1.3 | 2.4 | 2.3 | 2.3 | nt | nt | 1.7% | -4% | -5%
CN(C)CCN(C(=O)/C=C/c1cccs1)c1nc2ccc(F)cc2s1 | i | 10 | 1.9 | 1087 | -1.5% | -0.8 | -0.18 | -0.6 | -0.25 | 5.6 | 2.4 | 2.3 | 6.2 | 894 | 12% | 16% | -1%
O=C(N/N=C/c1ccncc1)c1ccc2c(c1)OCO2 | i | -3 | 0.24 | 997 | -0.9% | -0.74 | -0.29 | -0.58 | 1.6 | 2.3 | 1.4 | 6.7 | nt | nt | 0.2% | 3% | 8%
Cc1ccc(S(=O)(=O)n2cnc3cc([N+](=O)[O-])ccc32)c(C)c1 | i | -9 | 0.04 | 1246 | -0.7% | 0.21 | -0.2 | 0.28 | -0.22 | 1.7 | 2.2 | 4.5 | -5.4 | 1120 | 1.7%[50 µM] | 3% | 3%
COc1cc2cc(C(c3nnnn3Cc3ccc(F)cc3)N3CCCCCC3)c(=O)[nH]c2cc1OC (stereo unspecified) | i | 6 | -0.46 | 1135 | 1.8% | -0.36 | -0.19 | -0.17 | 0.24 | 1.1 | 1.3 | 1.8 | 3.2 | 1177 | 0.9% | 13% | -22%
O=C(O)c1ccc(N2C(=O)CC(SC(=NCc3ccc4c(c3)OCO4)Nc3ccc(F)cc3)C2=O)cc1 (stereo unspecified) | i | 3 | -0.53 | 1571 | -0.4% | 0.42 | -0.16 | -0.14 | 0.43 | 5.1 | 2.3 | 0.9 | -3.1 | 1093 | -1.4% | -7% | 41%
O=C1C(Nc2ccc(O)cc2)=C/C(=N/S(=O)(=O)c2cccs2)c2ccccc21 | + | 71* | -4.4 | 617 | -2.9% | -0.57 | -0.096 | -0.27 | -0.75 | 4.7 | 4.3 | 75 | 0.4 | 1142 | -0.2% | 4% | -9%
COCCCNC(=S)Nc1c(C)cc(C)cc1C | nt | nt | 0.29 | 980 | nt | -0.47 | -0.25 | 0.11 | 1.1 | nt | nt | nt | 1.1 | 1347 | -0.4% | 11% | 3%
CCC(C(=O)OCC(=O)Nc1cc(OC)ccc1OC)c1ccccc1 (stereo unspecified) | i | 0 | -0.85 | 1352 | 3.6% | 0.33 | -0.36 | -0.39 | -0.48 | 2.0 | 2.4 | 1.9 | -2.1 | 1150 | 0.3% | 2% | 6%
COc1ccc(/C=C(\C#N)C(=O)NCCCn2ccnc2)cc1 | i | 9 | 1.5 | 1384 | -0.7% | 0.59 | -0.15 | 0.3 | -0.34 | 3.0 | 3.3 | 6.9 | nt | nt | 2.5% | 11% | 26%
CCc1ccc(/C=C2\SC(N3CCOCC3)=NC2=O)cc1 | i | -6 | -0.11 | 1216 | 1.8% | -1.9 | 0.93 | -0.68 | 2.8 | 3.9 | 1.9 | 3.5 | 0.0 | 1062 | -0.6% | 7% | 10%
